Pin1 inhibitor: inhibitors of human Pin1 | Q13526 | Pin1 FP peptide displacement, HiFluor488, 10 min | Potency, µM (doses to about 115 µM), inactives show top-dose activity, negative = inhibition, most hits filed as inhibitors | 390,000 compounds, 0.009% hits | AID 504891; active = well fitted inhibition curve with a large enough effect in the polarisation, with a control signal flat, not every such curve was filed as active; inconclusive = small, poorly fitted or top-dose-only effect, or effect the other way, or a change in a side signal; inactive = no such curve, though single readings can be large or run the other way; the % refers to the polarisation; note: % is set by controls: 0 for no effect and ±100 for the full control effect
BLM helicase inh: Bloom syndrome helicase (human) inhibition. Potency, µM (highest dose often 56.1 µM), without a hit: at the top dose activity change, negative = inhibition, most hits filed as inhibitors. 350,000 compounds, 0.2% hits. recombinant BLM DNA unwinding, fluorescence dequenching. P54132. AID 2528;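 note: plate controls were vehicle for no effect and no enzyme for full effect; nearly all actives have a fitted effect of over 35% in size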
Target sequence (P54132 whole entry, looked up): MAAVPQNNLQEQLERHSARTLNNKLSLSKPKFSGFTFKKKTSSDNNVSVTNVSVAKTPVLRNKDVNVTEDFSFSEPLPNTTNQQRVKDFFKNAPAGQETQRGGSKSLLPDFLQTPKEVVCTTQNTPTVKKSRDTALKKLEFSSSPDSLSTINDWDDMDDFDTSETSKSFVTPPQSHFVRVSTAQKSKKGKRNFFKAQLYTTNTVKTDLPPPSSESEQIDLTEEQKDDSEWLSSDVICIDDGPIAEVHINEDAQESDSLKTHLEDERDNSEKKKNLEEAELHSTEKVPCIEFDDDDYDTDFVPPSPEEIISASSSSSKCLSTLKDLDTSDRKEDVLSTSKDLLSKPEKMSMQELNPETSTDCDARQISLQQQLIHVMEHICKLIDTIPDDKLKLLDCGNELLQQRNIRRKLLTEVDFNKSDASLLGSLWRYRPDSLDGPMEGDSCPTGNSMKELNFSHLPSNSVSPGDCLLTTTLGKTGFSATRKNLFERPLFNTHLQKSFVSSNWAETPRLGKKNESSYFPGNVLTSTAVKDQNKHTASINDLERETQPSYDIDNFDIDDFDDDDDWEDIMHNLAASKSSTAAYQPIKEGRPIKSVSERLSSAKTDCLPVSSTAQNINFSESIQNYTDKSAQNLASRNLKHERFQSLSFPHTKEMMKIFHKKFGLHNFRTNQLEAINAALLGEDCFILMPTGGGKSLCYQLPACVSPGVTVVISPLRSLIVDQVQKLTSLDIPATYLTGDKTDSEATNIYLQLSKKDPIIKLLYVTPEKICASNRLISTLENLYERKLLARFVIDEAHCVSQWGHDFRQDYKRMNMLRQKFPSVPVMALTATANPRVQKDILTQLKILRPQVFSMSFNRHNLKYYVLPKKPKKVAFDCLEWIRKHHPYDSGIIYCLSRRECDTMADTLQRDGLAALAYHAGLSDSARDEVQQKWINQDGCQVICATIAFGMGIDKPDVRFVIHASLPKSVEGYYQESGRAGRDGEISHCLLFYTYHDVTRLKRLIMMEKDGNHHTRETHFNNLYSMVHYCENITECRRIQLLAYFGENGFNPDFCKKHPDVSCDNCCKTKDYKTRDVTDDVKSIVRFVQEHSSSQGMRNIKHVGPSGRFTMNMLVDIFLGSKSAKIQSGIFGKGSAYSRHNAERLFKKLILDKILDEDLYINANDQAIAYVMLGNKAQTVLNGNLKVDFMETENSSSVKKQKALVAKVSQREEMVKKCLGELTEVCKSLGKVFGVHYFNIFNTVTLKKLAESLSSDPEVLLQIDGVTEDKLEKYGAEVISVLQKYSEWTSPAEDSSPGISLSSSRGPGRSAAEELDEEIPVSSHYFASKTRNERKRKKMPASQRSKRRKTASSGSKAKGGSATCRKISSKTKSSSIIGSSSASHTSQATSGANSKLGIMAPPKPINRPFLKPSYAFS
GLS inh: blocks human kidney-isoform glutaminase activity; O94925; GLS enzymatic activity, qHTS titration; Potency, µM (highest dose often 45.5 µM), for the others: top-dose activity change, negative = inhibition, usual class: inhibitors; 410,000 compounds, 0.21% hits; AID 624170; note: % is set by controls: 0 for no effect and ±100 for the full control effect
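Read-out is an Amplex red fluorescence increase coupled through glutamate oxidase and HRP, measured before and after 30 min room-temperature incubation. hKGA is in 45 mM KH2PO4 (pH 8.2) with 0.02% Tween-20; glutamine added as 1mM solution.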
G9a block: G9a (human) methyltransferase inhibition; Q96KQ7; G9a H3K9 monomethylation, AlphaScreen, 2 h; Potency, µM (top dose mostly 102 µM), for the others: at the highest dose activity, negative = inhibition, actives largely listed as inhibitors; 350,000 compounds, 8.8% hits; AID 504332; note: % is set by controls: 0 for no effect and ±100 for the full control effect; nearly all actives have a fitted effect of over 75% in size
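AlphaScreen read-out: biotin-H3K9 peptide (500 nM) methylation by 20 nM enzyme with 20 uM SAM, 2 h at room temperature after 15 min compound preincubation; anti-monomethyl H3K9 antibody plus donor/acceptor beads, 10 min dark.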
PGK inhibitor: inhibitors of T. brucei phosphoglycerate kinase; P07378; PGK/GAPDH coupled, Kinase-Glo luminescence, 60 min; Potency, µM (highest dose often 57.5 µM), inactives show at the top dose activity change, negative = inhibition, usual class: inhibitors; 380,000 compounds, 0.043% hits; note: % is set by controls: 0 for no effect and ±100 for the full control effect; nearly all actives have a fitted effect of over 60% in size
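Recombinant glycosomal PGK reaction used 1,3-bisphosphoglycerate generated in-well by GAPDH (100nM final) in 100mM TEA pH 7.6, 5mM MgCl2, 0.01% Tween-20. After 60 minutes at room temperature, ATP was read by Kinase-Glo Plus luminescence end-point.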
HP1b binding inh: HP1-beta chromodomain-methylated histone interaction inhibition | P83916 | AlphaScreen HP1-beta / biotin-H3K9me3 peptide binding | Potency, µM (doses to about 114 µM), inactives show top-dose activity change, negative = inhibition, hits mostly inhibitors | 390,000 compounds, 0.56% hits | AID 540317; note: nearly all actives have a fitted effect of over 70% in size; inactives centre near 23
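HP1-beta protein (50 nM final) preincubated 30 min at room temperature with biotinylated H3(1-18)K9me3 peptide (50 nM) in PBS pH 7.4, 0.01% Tween-20, then compound added for 30 min. AlphaScreen streptavidin donor/nickel chelate acceptor beads (10 ug/mL final), 30 min dark, luminescence read.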
BAZ2B inh: blocks human BAZ2B; 360,000 compounds, 4.4% hits; Q9UIF8; AlphaScreen BAZ2B-H3K14Ac peptide displacement; Potency, µM (top dose mostly 114 µM), without a hit: top-dose activity change, negative = inhibition, most hits filed as inhibitors; note: % is set by controls: 0 for no effect and ±100 for the full control effect; nearly all actives have a fitted effect of over 60% in size
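BAZ2B 50 nM plus b-H3(5-23)K14Ac 50 nM, PBS pH 7.4/0.01% Tween-20, 30 min RT; compound added (max 110 uM), 30 min RT; streptavidin donor/Ni-chelate acceptor beads 10 ug/mL final, 20 min dark; AlphaScreen read.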
JMJD2A Tudor inh: blocks the human JMJD2A Tudor domain; O75164; AlphaScreen JMJD2A-Tudor / H3K4me3 peptide binding; Potency, µM (top dose mostly 114 µM), for inactives: top-dose activity change, negative = inhibition, actives largely listed as inhibitors; 390,000 compounds, 4.4% hits; note: % is set by controls: 0 for no effect and ±100 for the full control effect; nearly all actives have a fitted effect of over 50% in size
Pol iota inh: inhibitors of human DNA polymerase iota | Pol iota fluorescent replication assay, 10 min | Potency, µM (top dose mostly 115 µM), without a hit: at the top dose activity, negative = inhibition, most hits filed as inhibitors | 390,000 compounds, 1% hits
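Fluorescent replication assay read twice, at 0 min and 10 min after adding 50 nM (final) substrate. Enzyme (10 nM) and compounds were first incubated 15 min at room temperature; enzyme-free buffer wells were negative controls.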
* marks the source's active call; other numbers are inactive results; i = inactive; u = inconclusive; x = not tested or not shown; & = joins results of further samples; [ ] = dose if it differs, or a comment. Unless noted, calls come from the whole dose curve; as a rule, active = well fitted curve in the direction sought with a large enough effect; inconclusive = small, poorly fitted or top-dose-only effect, or another doubt; inactive = no such curve, though single readings can be large; an effect the other way counts as inactive or inconclusive. Potency is the fitted concentration of half-maximal effect. This is a subset; the hit share may differ from the screen's.

entry	Pin1 inhibitor	BLM helicase inh	GLS inh	G9a block	PGK inhibitor	HP1b binding inh	BAZ2B inh	JMJD2A Tudor inh	Pol iota inh	smiles
1	-1%	-3%	10%	0%	-7%	25%	-14%	3%	18%	CC(=O)Nc1ccc(Nc2nc3ccccc3n3cnnc23)cc1
2	1%	0%	8%	24%	i	12%	-30%	-13%	-1%	C=CCNc1cnn(-c2ccc(C)cc2)c(=O)c1Cl
3	0%	-5%	7%	50µM*	-2%	25%	1%	-17%	u	O=C(c1ccco1)N1CCN(C(=O)c2ccc(Cn3cc(Br)cn3)o2)CC1
4	4%	-2%	12%	17%	i	16%	15%	-8%	81%[activator]	Cc1cccnc1CCNC(=O)CCc1nnc(-c2ccccc2)o1
5	1%	x	2%	-36%	1%	23%	6%	-1%	-3%	CC(C)(Oc1ccc(Cl)cc1)C(=O)OCc1nc2ccsc2c(=O)[nH]1
6	-1%	-2%	-13%	-2%[59 µM]	-6%	13%	-29%	-8%	-19%	CCN1C(=O)/C(=C/c2nc3ccccc3c(=O)[nH]2)c2ccccc21
7	3%	-3%	2%	24%[12.7 µM]	-8%	31%	8%	-15%	-7%	C=CCn1c(SCC(=O)Nc2cc(C)on2)nc2sc(CC)cc2c1=O
8	-1%	-5%	2%	9%[12.7 µM]	i	-1%	8%	1%	15%	Cc1cc(F)c(F)c(C(=O)NC2CC2)c1Cl
9	11%	0%	-2%	-3%[59 µM]	4%	35%	-5%	-3%	14%	COc1ccc(C(=O)NCc2nnc(SCC(=O)NC3CCCC3)o2)cc1
10	-4%	x	4%	x	-2%	45%[activator]	x	6%	-21%	CC(=O)Nc1ccc(S(=O)(=O)N(C)CC(=O)NNC(=O)c2cccs2)cc1
11	12%	-1%	3%	-8%	-2%	38%	2%	1%	20%	CCS(=O)(=O)Nc1ccc(-c2nc3cccnc3s2)cc1
12	19%	x	23%	x	5%	u	x	56µM*	u	CCC(CO)Oc1cc(NCc2ccc(F)cc2)c2ncn(C(C)C)c2c1 (stereo unspecified)
13	10%	9%	-16%	u	-2%	55%[activator]	21%	11%	3%	CSc1ncnc2sc(C)c(C)c12
14	-4%	-4%	0%	-11%	3%	36%	-29%	5%	10%	O=C(CSc1nc2ncccc2[nH]1)Nc1c(F)cc(F)cc1Br
15	5%	23%	-5%	-23%[12.7 µM]	-1%	-14%	4%	-15%[11.4 µM]	2%	CC(C)C(=O)Nc1cccc(-c2nc3ccccc3o2)c1
16	3%	-5%	0%	-14%	-2%	-1%	-37%	u	-8%	O=C1NC(c2ccccc2)=C(c2ccc3ccccc3n2)C(c2ccc(F)cc2)N1 (stereo unspecified)
17	1%	0%	-1%	x	-1%	6%	8%	-11%	-7%	COc1ccc(C(=O)Nc2cccc3c2CCCC3)cc1OC
18	49%[activator]	-2%	-5%	13%[59 µM]	x	34%	-33%	-21%	u	Cc1cc(OCC(=O)Nc2cc(-c3nc4ccccc4[nH]3)ccc2C)ccc1Cl
19	2%	0%	0%	-1%[59 µM]	-1%	16%[57 µM]	-1%	-8%	24%	Cc1cccc(C(=O)N2CCN(CCNC(=O)C(=O)Nc3ccc(F)cc3)CC2)c1
20	2%	-6%	1%	4%	6%	-9%	-18%	-20%	u	CC(=O)Nc1ccc(S(=O)(=O)NC2CCSc3ccccc32)cc1 (stereo unspecified)
21	7%	-8%	u	u	0%	24%	-27%	-31%	-2%	O=C(O)Cn1cc(/C=C2/NC(=O)N(c3ccc(Cl)cc3)C2=O)c2ccccc21
22	-7%	-1%	-14%	7.1µM*	17%	-8%	u	4µM*	44%[activator]	CC(C)Cn1c(-c2ccco2)n[nH]c1=S
23	18%	-2%	u	26%	-6%[11.5 µM]	39%	10%	-5%	20%	N#CC(C(=O)c1ccc(S(=O)(=O)N2CCCCCC2)cc1)c1nc2ccccc2[nH]1 (stereo unspecified)
24	u	x	1%	x	-8%	39%	x	-4%	7%	CCCCn1cnc2c(SCCc3ccccc3)nc(N)nc21
25	u	2%	-9%	6%[59 µM]	-7%	12%	7%	3%	11%	COc1ccc(N2CS(=O)(=O)/C(=C/N(C)C)C2=O)cc1
26	1%	-6%	-6%	13%[59 µM]	i	63%[activator]	-30%	2%	14%	CCOc1ccc(OCCC(=O)Nc2ccc(F)cc2C)cc1
27	-12%	-13%	4%	50µM*	-3%	17%	u	-10%	u	O=C1c2cccnc2C(Nc2ccc(F)c(Cl)c2)N1Cc1cccs1 (stereo unspecified)
28	-8%	-2%	-1%	u	-6%	43%[activator]	u	-8%	30%	COC(=O)c1oc2ccccc2c1NC(=O)/C=C/C(=O)O
29	6%	-7%	-5%	3%[59 µM]	-6%	30%	-1%	-11%	22%	COc1ccc(CCn2c(=O)c3cccnc3n(CC(=O)Nc3ccc(C)cc3C)c2=O)cc1OC
30	0%	x	-5%	x	-5%	19%	x	-3%	69%[activator]	O=c1[nH]nnc2cc(Cl)ccc12

Copied from above, entries 1–8
entry	Pin1 inhibitor	BLM helicase inh	GLS inh	G9a block	PGK inhibitor	HP1b binding inh	BAZ2B inh	JMJD2A Tudor inh	Pol iota inh	smiles
1	-1%	-3%	10%	0%	-7%	25%	-14%	3%	18%	CC(=O)Nc1ccc(Nc2nc3ccccc3n3cnnc23)cc1
2	1%	0%	8%	24%	i	12%	-30%	-13%	-1%	C=CCNc1cnn(-c2ccc(C)cc2)c(=O)c1Cl
3	0%	-5%	7%	50µM*	-2%	25%	1%	-17%	u	O=C(c1ccco1)N1CCN(C(=O)c2ccc(Cn3cc(Br)cn3)o2)CC1
4	4%	-2%	12%	17%	i	16%	15%	-8%	81%[activator]	Cc1cccnc1CCNC(=O)CCc1nnc(-c2ccccc2)o1
5	1%	x	2%	-36%	1%	23%	6%	-1%	-3%	CC(C)(Oc1ccc(Cl)cc1)C(=O)OCc1nc2ccsc2c(=O)[nH]1
6	-1%	-2%	-13%	-2%[59 µM]	-6%	13%	-29%	-8%	-19%	CCN1C(=O)/C(=C/c2nc3ccccc3c(=O)[nH]2)c2ccccc21
7	3%	-3%	2%	24%[12.7 µM]	-8%	31%	8%	-15%	-7%	C=CCn1c(SCC(=O)Nc2cc(C)on2)nc2sc(CC)cc2c1=O
8	-1%	-5%	2%	9%[12.7 µM]	i	-1%	8%	1%	15%	Cc1cc(F)c(F)c(C(=O)NC2CC2)c1Cl

(further entries)
entry	Pin1 inhibitor	BLM helicase inh	GLS inh	G9a block	PGK inhibitor	HP1b binding inh	BAZ2B inh	JMJD2A Tudor inh	Pol iota inh	smiles
31	4%	x	7%	u	4%	17%	-4%	-12%	4%	CCCCCN(C(=O)CCC(=O)OCC(=O)c1ccc(C(C)CC)cc1)c1c(N)n(CCCC)c(=O)[nH]c1=O (stereo unspecified)
32	6%	37%[activator]	10%	18µM*	x	25%	-10%	u	-15%	N=c1n(CCN2CCCCC2)c2ccccc2n1CC(O)c1ccc(Cl)c(Cl)c1 (stereo unspecified)
33	0%	0%	0%	-2%[59 µM]	-3%	18%	-5%	-9%	0%	Cc1cc(C)cc(NC(=O)C2CCN(c3cc(C)nc4c(-c5ccc(Cl)cc5)c(C)nn34)CC2)c1
34	3%	-26%	11%	-9%[12.7 µM]	-10%	-10%	u	u	-7%	Cc1cccc(NC(=S)NC(=O)/C=C/c2ccco2)n1
35	-3%	-5%	10%	x	-1%	-19%	u	u	27%	COc1ccc(OC)c(Nc2cc(C(=O)NCCCN3CCOCC3)c3ccccc3n2)c1
36	3%	-8%	1%	11%[59 µM]	-1%	21%	-9%	-1%	26%	CCc1sc(N(C(=O)Cc2ccccc2)c2ccccc2F)nc1-c1ccc(C)cc1
37	-4%	0%	-15%	-2%[59 µM]	-16%	38%	-10%	-14%	-9%	CCS(=O)(=O)n1nc(-c2ccccc2)nc1N
38	u	-5%	4%	28µM*	u	u	40µM*	50µM*	20µM*	Cc1ccccc1N=C1NC(=O)/C(=C/c2cccn2-c2cccc(C(=O)O)c2)S1
39	0%	-1%	6%	x	0%	14%	-15%	-12%	-5%	Cc1ccc(S(=O)(=O)N(C)C)cc1NC(=O)CN1C(=O)NC2(CCCCCCC2)C1=O
40	-10%	-2%	-2%	-2%	0%	31%	-24%	-22%	-15%	O=C(c1ccco1)N1CCN(c2ccc([N+](=O)[O-])cc2F)CC1
41	1%	-6%	2%	-4%[59 µM]	3%	28%	-17%	-26%	27%	CC1CCN(S(=O)(=O)c2cccc(C(=O)Nc3nccs3)c2)CC1
42	13%	-7%	-2%	u	-3%	28%	u	-5%	18%	Cc1cc(NC(=O)CSc2nnc(NC(=O)C3CC(=O)N(c4ccccc4)C3)s2)no1 (stereo unspecified)
43	44%[activator]	-2%	3%	-6%[59 µM]	i	8%	7%[57.1 µM]	-10%	15%	CCOC(=O)c1ccc(NC(=O)CCS(=O)(=O)c2ccc3c(c2)oc(=O)n3C)cc1
44	3%	-7%	0%	-41%	6%	2%	3%	-16%[11.4 µM]	44%[activator]	Cc1cc(F)ccc1S(=O)(=O)Nc1ncnc2sc3c(c12)CCC3
45	21%&-2%	-2%&-2%	-6%&-2%	40µM*	1%&4%	20%&25%	-28%&-10%	-9%&-10%	3%&-9%	CC(NC(=O)C1CCN(S(=O)(=O)c2ccc3nc4c(c(C(=O)O)c3c2)CCCC4)CC1)c1ccccc1 (stereo unspecified)

3 structures already listed, ordered by heavy-atom count, highest first.
entry	Pin1 inhibitor	BLM helicase inh	GLS inh	G9a block	PGK inhibitor	HP1b binding inh	BAZ2B inh	JMJD2A Tudor inh	Pol iota inh	smiles
45	21%&-2%	-2%&-2%	-6%&-2%	40µM*	1%&4%	20%&25%	-28%&-10%	-9%&-10%	3%&-9%	CC(NC(=O)C1CCN(S(=O)(=O)c2ccc3nc4c(c(C(=O)O)c3c2)CCCC4)CC1)c1ccccc1 (stereo unspecified)
33	0%	0%	0%	-2%[59 µM]	-3%	18%	-5%	-9%	0%	Cc1cc(C)cc(NC(=O)C2CCN(c3cc(C)nc4c(-c5ccc(Cl)cc5)c(C)nn34)CC2)c1
44	3%	-7%	0%	-41%	6%	2%	3%	-16%[11.4 µM]	44%[activator]	Cc1cc(F)ccc1S(=O)(=O)Nc1ncnc2sc3c(c12)CCC3

Screens from PubChem.
